Assay outcomes deposited in PubChem by National Center for Advancing Translational Sciences (NCATS).
TDP1 cell noCPT = qHTS for Inhibitors of human tyrosyl-DNA phosphodiesterase 1 (TDP1): qHTS in cells in absence of CPT. Potency, µM (top dose mostly 46.2 µM), without a hit: top-dose activity change, negative = growth inhibition, actives largely listed as inhibitors. AID 686978, 2013. 420,000 tested, 15% active. DT40 Tdp1-/- hTDP1 cells, no CPT, ATP luminescence, 48 h; further: nearly all actives have a fitted effect of over 55% in size
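No-CPT arm: Tdp1-/-;hTDP1 DT40 cells (400/well) plus compounds, incubated ≥48 hr at 37 °C. Readout CellTiter-Glo luminescence.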
TDP1 block = blocks human tyrosyl-DNA phosphodiesterase 1; Q9NUW8; recombinant TDP1, AlphaScreen DNA substrate cleavage; Potency, µM (doses to about 130 µM), without a hit: at the highest dose activity change, negative = inhibition, most hits filed as inhibitors; 350,000 tested, 0.28% active; AID 485290; further: nearly all actives have a fitted effect of over 40% in size
Target sequence (Q9NUW8 whole entry, looked up): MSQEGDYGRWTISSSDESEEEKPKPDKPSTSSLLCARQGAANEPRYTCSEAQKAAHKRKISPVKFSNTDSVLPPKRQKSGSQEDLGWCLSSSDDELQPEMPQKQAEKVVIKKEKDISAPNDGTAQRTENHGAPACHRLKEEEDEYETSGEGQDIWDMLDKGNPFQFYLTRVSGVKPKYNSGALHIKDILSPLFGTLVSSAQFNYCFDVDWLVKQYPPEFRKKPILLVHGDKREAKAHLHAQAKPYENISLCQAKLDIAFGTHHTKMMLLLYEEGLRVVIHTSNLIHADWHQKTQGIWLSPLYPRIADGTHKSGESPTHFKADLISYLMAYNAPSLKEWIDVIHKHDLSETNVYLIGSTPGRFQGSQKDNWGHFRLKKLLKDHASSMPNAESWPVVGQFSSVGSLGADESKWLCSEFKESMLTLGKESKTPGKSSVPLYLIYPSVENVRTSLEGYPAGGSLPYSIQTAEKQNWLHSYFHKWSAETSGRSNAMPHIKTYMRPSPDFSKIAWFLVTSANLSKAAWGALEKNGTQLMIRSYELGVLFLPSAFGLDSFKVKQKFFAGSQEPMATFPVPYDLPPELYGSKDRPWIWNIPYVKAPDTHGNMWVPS
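Tdp1 1 nM final; 15 min RT w/ cpd; substrate 15 nM, 5 min; beads 10 ug/ml, 10 min; AlphaScreen read. Neg ctrl: no enzyme.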
DT40 TDP1 CPT = DT40-hTDP1 cell growth loss with CPT; Potency, µM (titrated, usually from 46.2 µM), for inactives: top-dose activity change, negative = growth inhibition, most hits filed as inhibitors; chicken DT40 Tdp1-/-;hTDP1 cells + 20 nM CPT, ATP luminescence, 48 h; 420,000 tested, 12% active; further: nearly all actives have a fitted effect of over 55% in size
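Chicken DT40 Tdp1-/- cells stably complemented with human TDP1 were seeded at 400 cells/well in medium containing 20 nM camptothecin, exposed to pin-transferred compounds, and grown at 37 °C for at least 48 hr. Viability was read as ATP luminescence.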
* = called active by the depositor; ? = inconclusive; . = no result given; [ ] = remark or other dose. The call rests on the fitted dose curve; in most records, active means well fitted curve in the direction sought with a large enough effect; inconclusive means small, poorly fitted or top-dose-only effect, or another doubt; inactive means no such curve, though single readings can be large; an effect the other way counts as inactive or inconclusive. On the % scale 0 is the no-effect control and ±100 the full control effect; potency means the concentration at half of the fitted maximal effect.

Start of the data: the first 4 compounds as a preview:
SMILES	TDP1 cell noCPT	TDP1 block	DT40 TDP1 CPT
COc1ccc(CCN2C(=O)CCC2(C)c2nnnn2-c2c(C)cccc2C)cc1OC (stereo not given)	-28%	.	-28%
COc1ccc(CC(=O)NCC(=O)N/N=C/c2ccco2)cc1	-9%	-3%	3%
Cn1c(=O)[nH]c(=O)c2c1nc(N1CCCCCC1)n2CC(N)=O	-13%	4%	-4%
COc1ccnc(Oc2cccc(C(F)(F)F)c2)c1C(=O)N/C=N/OCc1ccccc1F	21µM*	.	?

The listing (from the top)
SMILES	TDP1 cell noCPT	TDP1 block	DT40 TDP1 CPT
COc1ccc(CCN2C(=O)CCC2(C)c2nnnn2-c2c(C)cccc2C)cc1OC (stereo not given)	-28%	.	-28%
COc1ccc(CC(=O)NCC(=O)N/N=C/c2ccco2)cc1	-9%	-3%	3%
Cn1c(=O)[nH]c(=O)c2c1nc(N1CCCCCC1)n2CC(N)=O	-13%	4%	-4%
COc1ccnc(Oc2cccc(C(F)(F)F)c2)c1C(=O)N/C=N/OCc1ccccc1F	21µM*	.	?
CCSc1nc2sccc2c(=O)n1-c1ccccc1	?	4%	-21%
COc1cccc(NC(=O)CN(C)C(=O)C2=COCCO2)c1	8%	4%	3%
S=C(NCCC(c1ccccc1)c1ccccc1)Nc1ccccc1Cl	?	6%	?
CCCN(CCC)C(=O)Cn1c(=O)n(CCCCCC(=O)NCc2ccccc2Cl)c(=O)c2sccc21	-14%	2%	?
Cc1ccc(S(=O)(=O)N(C)CC(=O)O/N=C(\N)c2cccnc2)cc1	?	.	?
Cc1ccc2onc(CC(=O)N3CCN(c4cc(Cl)ccc4C)CC3)c2c1	16µM*	4%	?
c1ccc(CN=C2NN=C(c3ccccc3)CS2)cc1	?	3%	?
CC(=O)c1ccc(C(=O)N2CCc3c(cnc(C)c3CNC(=O)c3ccc4c(c3)OCO4)C2)s1	-29%	.	1%[9.04 µM]
COc1cccc(/C(=N/O)C2CC2c2ccc(Cl)cc2)c1 (stereo not given)	-17%	3%	5%
Cn1c(=O)c2c(nc(CO)n2C)n(C)c1=O	-22%	-1%	-7%
Cc1cccc(Oc2ccccc2NC(=O)CSCC(=O)Nc2cc(C)on2)c1	?	0%	?
Cn1nc2c3cc(F)ccc3n(Cc3ccc(F)cc3)cc-2c1=O	?	.	6%
CCOC(=O)n1ccc(C(=O)Nc2ccccc2F)n1	-22%	10%	-27%
O=C(c1cccc(OCc2ccccc2)c1)N1CCOCC1	12%	5%	-10%
CCC1CCCCN1C(=O)CCn1c(=O)oc2ccccc21 (stereo not given)	-2%	.	10%
C=CCNS(=O)(=O)c1cccc(C(C)=O)c1	-2%	-1%	19%
O=C(O[C@@H]1[C@H](Cc2ccccc2)NS(=O)(=O)[C@H]2C[C@@H]3C=C[C@]12O3)c1ccccc1Br	16µM*	2%	?
N=c1c(S(=O)(=O)c2ccc(Cl)cc2)cc2c(=O)n3ccccc3nc2n1C1CCCC1	?	3%	?
C=CCn1c(SCC(=O)N2CCN(c3ccc(F)cc3)CC2)nnc1-c1cccs1	-20%	3%	-7%
COc1ccc(C(=O)c2ccccc2)c(O)c1O	?	-5%	?
Cc1ccc(NC(=O)CN(C)Cc2cccs2)cc1Cl	21µM*	-5%	?
CN(C)c1ccc(CNC(=O)C2CCC(CNc3c(N4CCCCC4)c(=O)c3=O)CC2)cc1 (stereo not given)	-15%	.	-24%
COc1ccc(C2CC(=O)C3=C(C2)Nc2ncnn2C3c2ccccc2C)cc1 (stereo not given)	-4%	7%	3%
Fc1cccc(-n2ncc3c2ncn2nc(-c4ccccc4Cl)nc32)c1	-15%	6%	22%
COc1ccc(C)cc1NC(=O)C(Cc1ccccc1)NS(=O)(=O)c1cccs1 (stereo not given)	?	3%	18µM*
CC(=O)Nc1ccc(N(CC(=O)NC2CCCCC2)C(=O)Cn2nnc(-c3ccccc3)n2)cc1	5%	10%	4%
CCCCOC(=O)Oc1ccc2c(=O)c(Oc3cccc(C)c3)coc2c1	-16%	-1%	-10%
CC(C)CCN(C(=O)c1csnn1)C(C(=O)NC1CCCCC1)c1ccc(F)cc1 (stereo not given)	?	.	-17%
COc1ccccc1-c1ccc2c(c1)C(C)(Cc1cccc(C#N)c1)C(=O)N2 (stereo not given)	16µM*	.	21µM*
CCOC(=O)c1ccc(N2C(=O)C(CC(N)=O)N(NC(=O)c3cccc(F)c3)C2=S)cc1 (stereo not given)	10%	.	3%
CC(=O)c1cn(CCOc2cc(C)ccc2C)c2ccccc12	4.1µM*	.	3.7µM*
CCCCCc1cc(=O)oc2c(C(CCN3CCN(c4ccccc4)CC3)c3ccc(N(C)C)cc3)c(OC)cc(OC)c12 (stereo not given)	?	9%	21µM*
O=C(COC(=O)/C=C/c1cccs1)Nc1nc(-c2ccccc2)cs1	13µM*	1%	16µM*
Nc1nnc(C(c2ccccc2)c2ccccc2)s1	?	0%	?
COc1cc(NC(=O)COc2cc(O)c3c(c2)OC(C)(C)CC3=O)cc(OC)c1	13µM*	.	16µM*
O=C(CSc1n[nH]c(-c2cccs2)n1)N1CCCC1	16%	0%	-15%

Random excerpt: 6 entries already listed
SMILES	TDP1 cell noCPT	TDP1 block	DT40 TDP1 CPT
C=CCNS(=O)(=O)c1cccc(C(C)=O)c1	-2%	-1%	19%
COc1ccc(C2CC(=O)C3=C(C2)Nc2ncnn2C3c2ccccc2C)cc1 (stereo not given)	-4%	7%	3%
CC(=O)c1ccc(C(=O)N2CCc3c(cnc(C)c3CNC(=O)c3ccc4c(c3)OCO4)C2)s1	-29%	.	1%[9.04 µM]
CCCN(CCC)C(=O)Cn1c(=O)n(CCCCCC(=O)NCc2ccccc2Cl)c(=O)c2sccc21	-14%	2%	?
COc1cc(NC(=O)COc2cc(O)c3c(c2)OC(C)(C)CC3=O)cc(OC)c1	13µM*	.	16µM*
CC(C)CCN(C(=O)c1csnn1)C(C(=O)NC1CCCCC1)c1ccc(F)cc1 (stereo not given)	?	.	-17%

(cont.)
SMILES	TDP1 cell noCPT	TDP1 block	DT40 TDP1 CPT
O=c1c(O)c(-c2ccccc2)oc2cc(O)cc(O)c12	30µM*	2%	?
COc1ccc2ccccc2c1CN1CCOc2ccc(CN3CCN(CCO)CC3)cc2C1	?	.	10%[9.04 µM]
CC(C)Nc1nnc(SCC(=O)Nc2ccc3c(c2)C(=O)c2ccccc2C3=O)s1	18µM*	7%	?
COc1ccc(C)cc1NC(=O)CCNC(=O)Cn1cnc2ccccc2c1=O	0%	2%	1%
COc1ccccc1C(=O)C1CCCN(C(=O)C2CCCC2)C1 (stereo not given)	3%	3%	1%
O=C(CNC(=O)c1cccc(F)c1)N/N=C/c1cccc([N+](=O)[O-])c1	-28%	4%	20%
Oc1cccc2ccc(/C=C/c3c(F)cccc3Cl)nc12	?	-8%	?
CC(C)C(=O)Nc1cccc(C(=O)N2CCCCC2C)c1 (stereo not given)	15µM*	5%	18µM*
COc1ccc([C@H]2CC(=O)C=C(c3ccc(OC(F)(F)F)cc3)C2)cc1	?	-6%	?
NC(=O)C(Cc1ccccc1)NS(=O)(=O)c1ccc(N2CCCC2=O)cc1 (stereo not given)	-19%	-7%	?
CC(/C=N/Nc1nc2ccccc2[nH]1)=C\c1ccccc1	?	7%	15µM*
COc1ccc(CCNS(=O)(=O)c2cccc([N+](=O)[O-])c2)cc1OC	1%	.	-3%
COc1cccc(-c2nc(CS(=O)(=O)CC(=O)NCc3ccc4c(c3)OCO4)c(C)o2)c1	-13%	11%	?
O=C(CCCN1C(=O)c2cccc3cccc(c23)C1=O)N1CCN(c2ncccn2)CC1	-29%	0%	?
Nn1c(SCC(=O)N2CCCc3ccccc32)nnc1-c1ccc(Cl)cc1	-25%	0%	?
N#CCN1CCC/C1=C\[N+](=O)[O-]	5%	0%	-1%
COCc1cc(CN2CCCC2)c(O)c2ncccc12	0.82µM*	10%	0.65µM*
Cc1cc(OCC(=O)NC2CC(C)(C)NC(C)(C)C2)c(C)cc1Br	13µM*	-2%	?
COC(=O)c1ccccc1NC(=S)NC(NC(=O)COc1ccccc1)C(Cl)(Cl)Cl (stereo not given)	-20%	4%	-2%
Nc1ncc(S(=O)(=O)NCc2ccccc2)cn1	-3%	2%	-6%
CCCCCNC(=O)c1ccc2c(=O)[nH]c3c(C(=O)NCC4CCCO4)sc(=S)n3c2c1 (stereo not given)	?	6%	-14%
COc1ccc(CCNC(=O)c2ccc3c(c2)ncn3-c2ccc(C(C)C)cc2)cc1OC	18µM*	3%	10µM*
NC(=S)NN=C(Cc1ccccc1)Cc1ccccc1	3.7µM*	5%	5.8µM*
O=C(CSc1ccc2ccccc2n1)c1ccc2c(c1)OCO2	?	.	-19%
Cc1cc(C)n(C(=O)c2cccc(S(=O)(=O)N3CCOCC3)c2)n1	-12%	-6%	7%
Cc1cccc(N2C(=O)CC(Sc3nccc(C)n3)C2=O)c1 (stereo not given)	-21%	.	?
CCCn1nc(NS(=O)(=O)c2cccc3nonc23)c2cc3cc(C)ccc3nc21	-7%	9%	-10%
CC(=O)Nc1ccc(N2C(=O)CSC2c2ccccc2[N+](=O)[O-])cc1 (stereo not given)	-2%	0%	-25%
Cc1cccc(NC(=O)c2c(C)cc(C)nc2SCC(=O)c2ccccc2)c1	16µM*	1%	?
CC12CCC3C(=CCc4cc(O)ccc43)C1CC(=NO)C2O (stereo not given)	?	.	-24%
COc1ccc(CNC(=O)c2ccccc2NC(=O)C2=C(C)OCCS2)cc1	?	.	?
COc1ccc(-c2cc(=O)c3c(O)c(OC)c(OC)c(OC)c3o2)cc1	?	4%	?
O=C(O)CCC(=O)Nc1cccc(-c2nc3ccccc3o2)c1	-11%	3%	-22%
CC(C)C(C)NC(=O)COc1nc2ccccc2nc1N(C)C1CCCCC1 (stereo not given)	?	1%	?
CCOc1ccc(Cl)cc1CNc1nnnn1CC	-23%	.	-7%
CCCC[C@@H]1CN=C(N)N1CCCC	7.3µM*	.	9.2µM*
Cc1ccc(C(=O)COc2cc(O)c3c(=O)cc(-c4ccccc4)oc3c2)cc1	?	.	-7%
CC1CCN(CC(=O)NCc2ccccc2)CC1	3%	1%	-1%
Cc1ccc(NC(=O)c2cc(S(=O)(=O)N3CCc4ccccc43)cn2C)cc1	?	.	?
O=C(COc1ccc([N+](=O)[O-])cc1)NNC(=O)Nc1ccc([N+](=O)[O-])cc1	-20%	1%	?

Rewritten with each value named: 2 of the compounds above.
> COc1ccc(CNC(=O)c2ccccc2NC(=O)C2=C(C)OCCS2)cc1
  TDP1 cell noCPT = ? | TDP1 block = . | DT40 TDP1 CPT = ?
> COc1ccc(-c2cc(=O)c3c(O)c(OC)c(OC)c(OC)c3o2)cc1
  TDP1 cell noCPT = ? | TDP1 block = 4% | DT40 TDP1 CPT = ?

Further records follow.
SMILES	TDP1 cell noCPT	TDP1 block	DT40 TDP1 CPT
CC(=O)Nc1ccc(S(=O)(=O)NNC(=O)C(=O)NNc2ccccn2)cc1	-7%	8%	3%
CC(C)c1ccc(Nc2ncc3c(n2)CCN(C(=O)Nc2ccc(F)c(Cl)c2)C3)cc1	?	.	?
COC(=O)/C(=N/Nc1ccccc1C)N1CCCc2ccccc21	?	5%	-28%
CCCN(CCC)C(=S)Nc1cc(C(=O)OC)ccc1C(=O)OC	18µM*	3%	18µM*
Cc1ccccc1NC(=O)c1c2c(nc3ccccc13)C(=O)N(C1CCCCC1)C2	21µM*	6%	?
O=C(NCc1cccnc1)c1cc(C2CCCCN2S(=O)(=O)c2ccccc2)on1 (stereo not given)	?	.	4%
Cc1ccc2cc3c(=O)n(C)cc(C=O)c3nc2c1	5%	.	-1%
COc1ccccc1C(=O)NC(=O)COC(=O)c1ncc(Cl)c(Cl)c1Cl	-5%	.	?
CCC1CN(CCNC(=O)c2cccc3nccnc23)Cc2cc(OC)ccc2O1 (stereo not given)	?	.	9%[9.04 µM]
O=C(C1CC1)N1CCC(c2nc(-c3ccc(S(=O)(=O)NCC4CCCO4)cc3)no2)CC1 (stereo not given)	14µM*	3%	13µM*
O=C(CCN1C(=O)/C(=C\c2cccs2)SC1=S)Nc1ccccn1	?	2%	-21%
Cc1cc(C)cc(NC(=O)C2CCN(c3nc4ccccc4nc3C(F)(F)F)CC2)c1	?	-3%	?
COc1ccc(S(=O)(=O)N2CCC(N3CCCCC3)CC2)cc1	2%	-4%	-2%
S=C(NC1CCCCC1)N1CCn2cccc2C1c1ccncc1 (stereo not given)	-5%	2%	-5%
CSCCC(=O)Nc1ccc(C(C)=O)cc1	6%	-2%	9%
CCc1cc2c(cc3c(=O)n(CCCC(=O)NCc4cccc(Br)c4)ncn32)s1	?	1%	?
O=C(CSc1nc(=O)n(CCN2CCOCC2)c2c1CCCC2)Nc1ccccc1Cl	-27%	.	-9%
Cc1ccc(C)c(NC(=O)CCCCCCCCCCC2COCCO2)c1 (stereo not given)	-25%	3%	-11%
CCOC(=O)CN/C=C(\C#N)c1ccccc1	-21%	-3%	3%
COc1ccccc1C(=O)Nc1nc2ccccc2[nH]1	1.8µM*	-5%	4.6µM*
